# Bioassay records deposited in PubChem BioAssay by National Center for Advancing Translational Sciences (NCATS).
# WRN helicase inh – qHTS for Inhibitors of WRN Helicase; AID 651768, 2012; Bifunctional 3'-5' exonuclease/ATP-dependent helicase WRN (Homo sapiens), Q14191; Potency, µM (titrated, usually from 114 µM), for inactives: at the top dose activity change, negative = inhibition, most hits filed as inhibitors; WRN helicase unwinding, fluorescent forked duplex, kinetic; hit rate 0.46% among 360,000; also: potency is read from the fitted curve at half-maximal effect; % is scaled to controls: 0 for no effect and ±100 for the full control effect; nearly all actives have a fitted effect of over 55% in size
# Target sequence (Q14191 whole entry, looked up): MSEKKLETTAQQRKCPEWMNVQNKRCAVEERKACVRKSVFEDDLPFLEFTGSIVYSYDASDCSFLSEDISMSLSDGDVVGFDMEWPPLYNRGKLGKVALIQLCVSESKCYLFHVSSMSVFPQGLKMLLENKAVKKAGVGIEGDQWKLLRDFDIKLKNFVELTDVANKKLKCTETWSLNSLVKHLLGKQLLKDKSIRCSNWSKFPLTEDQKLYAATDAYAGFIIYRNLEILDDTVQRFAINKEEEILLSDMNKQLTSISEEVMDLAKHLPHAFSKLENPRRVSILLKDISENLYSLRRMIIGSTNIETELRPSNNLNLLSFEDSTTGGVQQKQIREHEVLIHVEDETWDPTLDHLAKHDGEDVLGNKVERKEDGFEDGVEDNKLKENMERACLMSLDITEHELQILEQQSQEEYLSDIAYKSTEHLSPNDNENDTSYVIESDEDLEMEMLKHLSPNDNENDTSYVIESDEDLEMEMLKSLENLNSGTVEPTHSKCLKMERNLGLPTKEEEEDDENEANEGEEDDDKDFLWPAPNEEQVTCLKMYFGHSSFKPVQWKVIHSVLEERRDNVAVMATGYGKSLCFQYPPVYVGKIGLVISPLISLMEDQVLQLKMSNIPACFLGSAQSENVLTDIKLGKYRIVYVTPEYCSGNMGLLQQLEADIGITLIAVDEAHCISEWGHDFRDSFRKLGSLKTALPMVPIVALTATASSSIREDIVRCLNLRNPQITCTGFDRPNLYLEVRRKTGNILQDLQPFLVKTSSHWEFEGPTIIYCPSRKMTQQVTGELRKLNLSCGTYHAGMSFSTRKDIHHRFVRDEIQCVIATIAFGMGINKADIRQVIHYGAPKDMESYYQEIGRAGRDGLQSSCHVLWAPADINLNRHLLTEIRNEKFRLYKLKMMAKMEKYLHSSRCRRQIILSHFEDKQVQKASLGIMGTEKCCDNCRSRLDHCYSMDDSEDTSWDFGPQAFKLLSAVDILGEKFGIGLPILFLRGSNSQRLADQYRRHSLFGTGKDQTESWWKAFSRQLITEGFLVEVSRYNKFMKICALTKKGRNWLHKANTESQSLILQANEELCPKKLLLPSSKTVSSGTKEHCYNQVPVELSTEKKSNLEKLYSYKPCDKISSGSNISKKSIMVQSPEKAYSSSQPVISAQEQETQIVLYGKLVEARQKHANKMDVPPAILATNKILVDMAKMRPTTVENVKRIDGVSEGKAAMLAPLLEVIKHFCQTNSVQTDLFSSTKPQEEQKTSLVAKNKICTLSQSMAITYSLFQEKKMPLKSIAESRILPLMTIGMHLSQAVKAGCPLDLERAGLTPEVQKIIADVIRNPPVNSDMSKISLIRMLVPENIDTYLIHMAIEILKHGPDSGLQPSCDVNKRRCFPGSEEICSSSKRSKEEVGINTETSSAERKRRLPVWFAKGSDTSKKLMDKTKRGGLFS
#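 WRN at 20 nM final was preincubated with compound for 15 min at room temperature; reaction started with 100 nM forked duplex oligonucleotide carrying fluorophore and quencher plus 2 mM ATP (final). Unwinding followed kinetically by red fluorescence (ex 525/em 598 nm).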
# PLK1 PBD inh – qHTS for Inhibitors of PLK1-PDB (polo-like kinase 1 - polo-box domain): Primary Screen; Serine/threonine-protein kinase PLK1 (Homo sapiens), P53350; Plk1 PBD binding of FITC phosphopeptide, fluorescence polarization; Potency, µM, for the others: max response, negative = inhibition, usual class: inhibitors; hit rate 2.8% among 360,000; also: potency is read from the fitted curve at half-maximal effect; series mostly up to about 57 µM; % is scaled to controls: 0 for no effect and ±100 for the full control effect; nearly all actives have a fitted effect of over 65% in size
# IL2 activator – qHTS of IL-2 Activators; hit rate 0.065% among 360,000; AID 652025, 2013; activation, % (series mostly up to about 46 µM); IL-2 activation reporter assay, cell-based qHTS; stimulated with anti-CD3/CD4/CD28 beads; in transgenic mouse T cells; in the data active = activation above about 50%; inconclusive = mostly about 30% to 49%; also: 0% is about no effect
#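 Screening format: compound pinned onto unstimulated transgenic mouse T cells, 60 min incubation, then anti-CD3/anti-CD4/anti-CD28 bead stimulation for 18 hours at 37 degrees C, followed by EGFP and DsRed detection.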
# PI5P4Ka inh – qHTS for Inhibitors of phosphatidylinositol 5-phosphate 4-kinase (PI5P4K); AID 652105, 2013; PI5P4Kalpha enzyme, ADP-Glo luminescence, 60 min; stronger effect = lower value; Phosphatidylinositol 5-phosphate 4-kinase type-2 alpha (Homo sapiens), P48426; hit rate 1.2% among 330,000; max response, %; active = max response of -50% or lower; inconclusive = between -30% and -50%; inactive = -30% or higher; also: value at the top dose of about 77 µM; % is scaled to controls: 0 for no effect and ±100 for the full control effect
#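 PI5P4Kalpha ADP-Glo assay; 5 microM ATP final; 60 min RT reaction; HEPES pH 7.4/EGTA/CHAPS, 5% DMSO; controls lacking substrate or enzyme; luminescent end-point.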
# Abeta rescue – qHTS for compounds that reverse cellular toxicity of Amyloid beta (A-beta) peptide in yeast: Primary Screen. yeast expressing A-beta42, growth rescue, OD600, 48 h; response scale: 0% DMSO, 100% iron-clioquinol control. Potency, µM (top dose mostly 46.1 µM), for inactives: at the highest dose growth rescue, hits mostly activators. hit rate 0.063% among 410,000. AID 1347071, 2019; also: potency is read from the fitted curve at half-maximal effect; nearly all actives have a fitted effect of over 55% in size
#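 Yeast growth medium received pinned compounds, then yeast cells expressing toxic A-beta were added; plates incubated at 30 C for 48 hr. Growth read as absorbance at 600 nm, normalized to DMSO and equimolar FeCl3 plus clioquinol controls.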
# FUS suppressor – qHTS for Suppressors of FUS Proteinopathy: Primary screen using FUS-linked yeast assay; Potency, µM (doses to about 76.6 µM), for the others: at the highest dose growth rescue (activation), most hits filed as activators; S. cerevisiae FUS-expressing, growth rescue, OD600, 24 h; hit rate 0.24% among 390,000;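 also: potency is read from the fitted curve at half-maximal effect; plate controls were DMSO vehicle for no effect and reference control for full effect; nearly all actives have a fitted effect of over 55% in size; some results filed as inactive show a strong effect at the top dose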
#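 Quantitative HTS measuring growth restoration of FUS-toxic yeast. Galactose-induced cells (OD 0.005) were exposed 24hr at 30C to compounds at several concentrations, then absorbance at 600 nm was recorded.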
# EPAC1 agonist – qHTS for Agonist of cAMP-regulated guanine nucleotide exchange factor 3 (EPAC1): primary screen; AID 720707, 2013; EPAC1 agonist qHTS, biochemical assay; response scale: 100% = response to 6.5 mM cAMP; hit rate 0.073% among 360,000; Potency, µM (doses to about 154 µM), for the others: at the highest dose activation, hits mostly activators; also: potency is read from the fitted curve at half-maximal effect; nearly all actives have a fitted effect of over 60% in size
#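 Normalized to 6.5 mM cAMP, activity reflects EPAC1-catalysed release of BODIPY-GDP from Rap1B, followed kinetically over 30 min at 480 nm excitation, 540 nm emission. Reaction contained 100 nM EPAC1, 250 nM Rap1B-BODIPY-GDP, 50 uM GDP.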
# EPAC1 antagonist – qHTS for Antagonist of cAMP-regulated guanine nucleotide exchange factor 3 (EPAC1): primary screen; EPAC1 GEF assay, Rap1b-BODIPY-GDP exchange fluorescence; Potency, µM (doses to about 115 µM), for inactives: at the highest dose activity change, negative = inhibition, most hits filed as inhibitors; hit rate 0.14% among 360,000; AID 720709, 2013;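 also: potency is read from the fitted curve at half-maximal effect; plate controls were vehicle for no effect and positive control for full effect; nearly all actives have a fitted effect of over 50% in size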
# Numbers without * were called inactive; ? = inconclusive; · = not tested or not shown; [ ] = another dose, or the depositor's remark. Unless noted, calls follow the shape of the dose curve; as a rule, active = well fitted curve in the direction sought with a large enough effect; inconclusive = small, poorly fitted or top-dose-only effect, or another doubt; inactive = no such curve, though single readings can be large; an effect the other way counts as inactive or inconclusive.
SMILES,WRN helicase inh,PLK1 PBD inh,IL2 activator,PI5P4Ka inh,Abeta rescue,FUS suppressor,EPAC1 agonist,EPAC1 antagonist
NC(=O)c1ccccc1NS(=O)(=O)c1ccc2c(c1)OCCO2,3.4%,1.2%,-1.8,4.1,8.2%,1.0%,4.2%,9.6%
CNC(=O)C(C)N1c2cccc3cccc(c23)S1(=O)=O (stereo unspecified),6.7%,-9.5%,2.9,0.6,-24.6%,-4.2%,-0.3%,-19.1%
O=C(CSCc1c(F)cccc1Cl)NCC1CCCO1 (stereo unspecified),10.5%,-4.0%,-0.7,·,6.3%,10.4%,-5.8%,-1.1%
O=C(COC(=O)c1cccc(S(=O)(=O)N2CCCC2)c1)Nc1cccc(Br)c1,1.3%,5.8%,-1.3,-0.8,4.6%,-14.0%,-6.1%,-0.4%
COc1ccc(C(=O)N2CCn3c2nc2ccccc23)cc1,-0.4%,4.8%,-1.1,-7.8,-9.3%,20.1%,10.9%,1.3%
O=C(CN1C(=O)c2ccccc2C1=O)NCCOc1ccccc1,-3.6%,-1.3%,0.1,-0.5,6.8%,-4.3%,6.4%,-5.2%
O=C(Nc1ccccc1-c1ccccc1)C1CCC1,-1.9%[57.1 µM],-18.6%,-0.6,10.8,-7.9%,-19.4%,3.8%,-13.0%
Cc1ccc(C(=O)NCC(=O)Nc2cccc(S(=O)(=O)NC3=NCCCCC3)c2)cc1C,-7.6%,-0.6%,0.2,1.7,25.9%,19.0%,8.1%,-3.6%
CN(CC(=O)Nc1cccc(F)c1)C(=O)c1sccc1-c1ccccc1,-4.8%,3.3%,-3.3,0.6,11.6%,6.7%,0.4%,-1.5%
Cc1cc(Cl)ccc1NC(=O)COC(=O)c1nc2nccc(C)n2n1,0.6%,0.1%,0.7,2.5,-10.0%,32.2%,-1.8%,3.2%
COc1ccc(S(=O)(=O)N2CCCOC2CNC(=O)C(=O)NC2CCCC2)cc1 (stereo unspecified),-21.4%,-12.1%,0.0,1.2,-5.3%,18.7%,6.1%,-20.3%
O=C1NC2(CCCCCC2)C(=O)N1Cc1ccccc1,2.8%,3.0%,-2.7,-2.9,10.5%,5.7%,-1.0%,4.4%
CCN1CCN(CCC(=O)Nc2ccc(Br)c(C)c2)CC1,5.6%,4.0%,0.8,0.0,-5.0%,10.2%,-3.4%,11.6%
Cc1cc(Cl)c(S(=O)(=O)NC(C(=O)O)C(C)C)cc1OCC(=O)NC1CCCCC1 (stereo unspecified),1.8%,-3.5%,0.9,1.1,3.6%,23.6%,0.6%,2.9%
CC(C)C(NC(=O)OCc1ccccc1)C(=O)OCC(=O)N1CCCCC1 (stereo unspecified),-0.9%[57.1 µM],-1.2%,1.4,-0.1,14.6%,-8.7%,0.6%,15.6%
CC(=O)Oc1ccc(/C=N/NC(=O)C2CCCN2S(=O)(=O)c2ccc(Cl)cc2)cc1 (stereo unspecified),0.7%,-3.2%,0.8,2.2,0.9%,0.9%,-17.0%,1.1%
COc1ccccc1NC(=O)CN1C(=O)COc2ccc(S(=O)(=O)N3CCCCCC3)cc21,3.0%,29.9µM*,-3.5,-10.4,-0.2%,-3.2%,-9.4%,-15.4%
CC(O)CN1C(=O)C(CC(=O)Nc2ccc(Cl)cc2)SC1=Nc1ccccc1 (stereo unspecified),-11.3%,?,-2.7,12.4,-2.7%,62.5%,-2.7%,-9.6%
CC(=O)c1ccc(N2Cc3ccccc3C2)cc1,11.9%,-10.7%,0.7,-16.1,-25.1%,?,2.6%,-9.7%
Cc1oc2cc(OCC(=O)O)ccc2c(=O)c1Oc1ccccc1,-10.0%,-3.4%,-1.9,·,16.7%,-13.3%,3.0%,9.5%
CCO[C@H]1OC(C(=O)N2CCOCC2)=C[C@@H](c2ccc(Br)cc2)[C@@H]1CCCO,2.9%,1.1%,0.8,-1.7,-8.7%,-14.1%,-24.8%,3.2%
O=C(COc1ccccc1)n1nc(-c2ccc(Cl)cc2)nc1NCc1ccco1,-4.8%,-3.9%,-1.0,2.8,-2.4%,26.0%,1.6%,11.0%
COc1cc2c(cc1OC)/C(=C/C(=O)c1ccc([N+](=O)[O-])c(C)c1)NCC2,-2.2%,18.9µM*,6.5,0.0,-21.8%,-6.7%,18.0%,4.2%
Cc1nn(C)cc1C1C2=C(CC(C)(C)CC2=O)N(c2ccccc2)C2=C1C(=O)CC(C)(C)C2,5.2%,-14.1%,-3.1,0.2,3.5%,11.3%,-0.7%,3.7%
CCOC(=O)N1CCC(N(C(=O)Nc2ccc(CC)cc2)C(C)CC)CC1 (stereo unspecified),5.2%,1.9%,-3.3,·,-14.4%,3.0%,3.2%,12.4%
COc1ccccc1C1C2=C(CCCC2=O)N(CC(=O)O)C2=C1C(=O)CCC2,-2.4%[57.1 µM],2.4%,0.9,0.3,5.4%,10.6%,11.6%,-17.2%
COCCCNC(=O)Cc1coc2ccc3ccccc3c12,-9.6%,-6.4%,0.7,-10.2,11.9%,?,7.7%,4.8%
CC(C)(O[C@@H]1O[C@H](CO)[C@@H](O)[C@H](O)[C@H]1O)[C@H]1Cc2cc3ccc(=O)oc3cc2O1,3.3%,1.4%,-0.1,2.5,6.6%,-31.8%,-16.6%,10.0%
O=C(Cc1cccc(C(F)(F)F)c1)NCC(=O)Nc1cc(Cl)ccc1Cl,-4.9%,5.0%,0.5,-3.3,-3.8%,-8.0%,-17.8%,4.1%
CC(=O)N1CCOc2ccc(S(=O)(=O)Nc3cccc(C)c3)cc21,7.2%,-0.7%,-1.6,1.1,-3.6%,10.4%,-4.4%,0.7%
Cc1ccc(NC(=O)Cn2c(=O)n(CCCCC(=O)NCc3ccco3)c(=O)c3ccccc32)cc1,-11.6%,1.4%,-0.6,-6.8,-3.9%,10.0%,3.8%,1.2%
Nc1c(SCCC(=O)O)ccc2c1C(=O)c1ccccc1C2=O,?,-5.5%,-0.4,-86.6*,-28.0%,6.0%,-8.9%,-12.0%
COc1ccc(-n2nc(C(=O)NCC(=O)NCc3ccco3)c3ccccc3c2=O)cc1Cl,6.4%,-2.5%,1.7,·,22.7%,26.5%,-1.0%,-3.8%
Cc1ccc(S(=O)(=O)N2C[C@@H]3[C@H]4CC[C@H](C4)[C@@H]3[C@@H](C)[C@@H]2c2ccn(Cc3ccccc3)c2)cc1,-6.5%,0.6%,-0.9,7.6,13.9%,5.4%,11.9%,-4.8%
CCCOc1ccc([N+](=O)[O-])cc1C1NC(=S)NC(c2ccccc2)=C1C(=O)OCC (stereo unspecified),3.8%,-3.7%,1.7,-10.0,1.9%,21.2%,10.5%,-7.6%
CCC(O)C1CCN(C(=O)c2cc(COc3ccc(F)cc3F)on2)CC1 (stereo unspecified),6.4%,4.5%,2.9,-8.7,-0.8%,-2.1%,-6.2%,-16.1%
C/C(Cc1ccccc1)=N\NC(=O)CCCCCC(=O)N/N=C(\C)Cc1ccccc1,-7.1%,-2.1%,3.9,2.1,?,10.4%,0.0%,-9.0%
O=C(NCc1ccccc1)c1csc(-c2cccnc2)n1,-5.9%,7.7%,0.8,2.0,-18.9%,7.1%,1.8%,-9.8%
CCC(C)n1c(SCC(=O)Nc2ccccc2C(F)(F)F)nc2ccsc2c1=O (stereo unspecified),1.6%,-2.1%,-2.8,·,-8.0%,43.8%,10.4%,7.7%
O=C(CC1CCCC1)NNC(=O)c1ccccc1O,1.5%,1.9%,0.6,2.9,-12.3%,-13.6%,11.9%,5.8%

# Ordered by value in EPAC1 antagonist (descending): six from the list above
SMILES	EPAC1 antagonist
O=C(COc1ccccc1)n1nc(-c2ccc(Cl)cc2)nc1NCc1ccco1	11.0%
CC(C)(O[C@@H]1O[C@H](CO)[C@@H](O)[C@H](O)[C@H]1O)[C@H]1Cc2cc3ccc(=O)oc3cc2O1	10.0%
CCO[C@H]1OC(C(=O)N2CCOCC2)=C[C@@H](c2ccc(Br)cc2)[C@@H]1CCCO	3.2%
Cc1ccc(NC(=O)Cn2c(=O)n(CCCCC(=O)NCc3ccco3)c(=O)c3ccccc32)cc1	1.2%
O=C(NCc1ccccc1)c1csc(-c2cccnc2)n1	-9.8%
CCC(O)C1CCN(C(=O)c2cc(COc3ccc(F)cc3F)on2)CC1 (stereo unspecified)	-16.1%

# Further records follow.
SMILES,WRN helicase inh,PLK1 PBD inh,IL2 activator,PI5P4Ka inh,Abeta rescue,FUS suppressor,EPAC1 agonist,EPAC1 antagonist
CCOc1ccc(NC(=O)CN(C)S(=O)(=O)c2cccs2)cc1,6.4%,-7.7%,-0.4,3.5,4.4%,-8.7%,12.1%,2.5%
FC(F)(F)c1nc2cc3nc4ccccc4[nH]c3cc2n1,-22.0%,0.8%,-4.2,0.7,-5.7%,19.1%,-8.1%,-16.7%
CCOC(=O)c1cccc(NC(=O)COc2nsnc2N2CCOCC2)c1,-10.0%,6.3%,-1.2,1.9,-2.8%,-11.5%,-2.4%,?
Cc1ccc(S(=O)(=O)N2C[C@H]3C(=O)C[C@@H](c4cccc(Cl)c4)N(S(=O)(=O)c4ccc(C)cc4)[C@H]3C[C@H]2c2cccc(Cl)c2)cc1,5.9%,-18.7%,-2.3,-5.5,0.0%,?,4.7%,-1.2%
CN(Cc1ccccc1F)c1ccc(S(=O)(=O)N2CCCC2)cn1,4.6%,-4.4%,1.3,0.2,-2.6%,6.1%,5.7%,-25.5%

# Three compounds out of the list, ordered by count of non-hydrogen atoms, ascending:
SMILES,WRN helicase inh,PLK1 PBD inh,IL2 activator,PI5P4Ka inh,Abeta rescue,FUS suppressor,EPAC1 agonist,EPAC1 antagonist
FC(F)(F)c1nc2cc3nc4ccccc4[nH]c3cc2n1,-22.0%,0.8%,-4.2,0.7,-5.7%,19.1%,-8.1%,-16.7%
CCOc1ccc(NC(=O)CN(C)S(=O)(=O)c2cccs2)cc1,6.4%,-7.7%,-0.4,3.5,4.4%,-8.7%,12.1%,2.5%
CCOC(=O)c1cccc(NC(=O)COc2nsnc2N2CCOCC2)c1,-10.0%,6.3%,-1.2,1.9,-2.8%,-11.5%,-2.4%,?
